Screens from PubChem BioAssay.
EP2 antag – inhibitors of human EP2 prostaglandin E2 receptor; P43116; C6 glioma cells expressing human EP2, cAMP TR-FRET; cells stimulated with saturating PGE2; inhibition, % at 25 µM; 260,000 compounds, 0.52% hits; AID 1422;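 active means percent inhibition above 40 after rounding to a whole number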;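 further: rat C6 glioma host cells with rolipram phosphodiesterase inhibitor present; the protocol text gives 20 µM as final concentration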
14-3-3 Bad inh – disrupts binding of bovine 14-3-3 zeta to phospho-Bad peptide; 220,000 compounds, 0.71% hits; AID 781; P63103; TR-FRET 14-3-3zeta/Dy647-pBad peptide displacement, 1 h; inhibition, % at 21.7 µM;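 active means inhibition above about 70%, limit read from the data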;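 further: 0% = full 14-3-3 plus peptide FRET controls and 100% = background without 14-3-3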
Hck Nef HTS – blocks Nef-activated human Hck kinase; P08631; Recombinant Hck-YEEI plus Nef, Z-Lyte FRET kinase assay; inhibition, % at 20 µM; 220,000 compounds, 0.68% hits; AID 463187;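 active means Hck-Nef kinase inhibition above about 50%, limit read from the data; inactive means inhibition below that limit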;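 further: 0% = DMSO with Hck plus Nef and 100% = Hck alone without Nef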
m-calpain inh – calpain II (pig) inhibition | purified calpain II, fluorogenic peptide substrate, 30 min | inhibition, % at 16 µM | 220,000 compounds, 0.37% hits | AID 1236;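 active means inhibition above about 50%, limit read from the data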
Rad51 HR inh – blocks human Rad51 in homologous recombination; Q06609; hRad51 DNA strand exchange, fluorescence dequenching; inhibition, % at 10 µM; 200,000 compounds, 0.085% hits; AID 1385;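 active means inhibition above 40% at the single screening dose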;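 further: 0% = DMSO control wells and 100% = blanks with heterologous ssDNA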
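material = hRad51 filaments on single-stranded DNA | timing = filaments 15 min 37 °C, then compound 30 min | signal = FRET fluorescence dequenching, excitation 485 nm, emission 520 nm | benchmarks = control wells and blank wells on each plate | evaluation = percent inhibition relative to plate controls and blanks | compound = 10 µM final, single point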
TbHK1 inh – T. brucei hexokinase 1 inhibition; 220,000 compounds, 0.11% hits; inhibition, % at 10 µM; recombinant TbHK1, G6PDH-coupled NADH A340;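 active means inhibition of 50% or more in the single-dose primary screen; inactive means inhibition below 50%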
EP2 modulator – modulates human prostaglandin E2 receptor EP2 signaling. P43116. EP2-expressing cells, cAMP HTRF FRET, PGE2 co-stimulation. induction, % at 25 µM. 260,000 compounds, 0.83% hits;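 active means compounds whose cAMP rise, as percent of the full-agonist control response, exceeds 60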;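 further: rat C6 glioma line stably carrying human EP2 under a CMV promoter; the protocol text gives 20 µM as final concentration; 100% = response of wells given 1 µM PGE2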
L929 necroptosis – blocks zVAD induced death of L929 cells. L929 zVAD necroptosis rescue, ATP luminescence, 24 h; with zVAD 60 µM. viability rescue, % at 10 µM. 220,000 compounds, 0.38% hits. AID 1377;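 active means activation, scaled between plate controls, above about 75%, limit read from the data; inactive means activation under that limit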;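 further: 0% = zVAD with DMSO and 100% = DMSO alone without zVAD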
eIF4E 4G PPI – inhibitors of eIF4E and eIF4G interaction in translation initiation; P63073+Q04637; TR-FRET eIF4E-eIF4GI(517-606) binding, 2 h; inhibition, % at 21.7 µM; 220,000 compounds, 0.37% hits;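 active means inhibition above about 30%, limit read from the data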;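 further: 0% = full FRET control wells and 100% = background wells lacking eIF4GI fragment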
Starred values were filed as active, the others as inactive; i = inactive; · = not tested or not shown; & = joins results of further samples; [ ] = remark or other dose. This is a subset. The share of hits here may be higher or lower than overall.

SMILES	EP2 antag	14-3-3 Bad inh	Hck Nef HTS	m-calpain inh	Rad51 HR inh	TbHK1 inh	EP2 modulator	L929 necroptosis	eIF4E 4G PPI
COc1ccc2cc(C3CC(c4ccco4)=NN3S(=O)(=O)c3ccccc3)c(Cl)nc2c1 (stereo not given)	5	-5	38	-72	-2	-7	32	-0.1	-1
S=C(NCc1ccco1)Nc1ccc(Cl)cc1	5	-5[fluorescence artefact?]	3	10	19	0	-18	·	2
CC1(C)OC(=O)C(=NNc2ccc(O)cc2)C(=O)O1	8	4	0	2	-2	-21	11	-0.1	2
NC(=O)NN=C1C2CCCC1C(c1ccccc1)NC2c1ccccc1 (stereo not given)	4	1	6	13	-12	-9	49	1.9	2
C1CC(CN2CCOCC2)CN(Cc2nc(CC3CC3)no2)C1 (stereo not given)	3	-16	3	-15	-5	-6	-4	-0.6	2
Cc1ccc(NC(=O)c2ccc(-n3cccn3)c([N+](=O)[O-])c2)cc1C	13	1	0	-31	2	3	-15	63	2
Cc1[nH]c2ccccc2c1SCC(=O)N1CCOCC1	14	15	-5	-4	0	-3	7	1.6	-2
O=C(Nc1cnccn1)Nc1cccc(Cl)c1Cl	3	5	20	3	5	-2	-30	15	0
CCOc1cc(N2CCOCC2)c(OCC)cc1NC(=O)CC12CC3CC(CC(C3)C1)C2	11	-5	1	-17	-2	-12	40	-1.0	-8
Cc1ccc(NC(=O)Nc2cc(-c3ccccc3)nn2C)cc1Cl	12	-1	17	-24	3	-22	-71	0.2	1
COc1ccc2nc3ccccc3nc2c1NC(=O)c1ccc(Cl)cc1	11	3	1	-7	-46	-5	-11	2.0	7
c1ccc2c(-c3nc4ncccc4o3)cccc2c1	·	10	2	-498	·	-28	11	1.5	4
O=C(O/N=C\c1ccc(N2CCOCC2)c([N+](=O)[O-])c1)c1ccc(F)cc1	·	-7	2	5	·	0	-2	0.1	5
O=C(Nc1cccc(O)c1)c1ccc(C(=O)c2ccccc2)o1	6	-9	30	3	-2	-16	-51	67	-1
N#Cc1cc2c(N)c(C(=O)Nc3ccccc3)sc2nc1N	·	-21[fluorescence artefact?]	-2	9	·	-12	-40	0.1	6[fluorescence artefact?]
COc1ccc(C)cc1NC(=O)CNC(C)C(=O)Nc1cc(Cl)ccc1Cl (stereo not given)	3	4	23	6	-9	-9	-43	-0.2	3
CCOc1nc(NCc2ccco2)nc(Nc2ccccc2F)n1	14&8	-2	9	-16	15	-6	32&37	-1.2	3
Cc1cc(C(=O)CSc2n[nH]c(N)n2)c(C)n1-c1cc(F)ccc1F	18	3	1	-12	1	-1	13	0.7	2
CCOC(=O)C1=C(Nc2ccc(Br)cc2)CC(C)(O)C(C(=O)OCC)C1c1ccccc1 (stereo not given)	21	2[fluorescence artefact?]	2	-61	8	-4	24	0.5	-9[fluorescence artefact?]
CS(=O)(=O)Oc1ccccc1/C=C1/N=C(c2ccc(F)cc2)OC1=O	10	1	5	42	15	-6	-4	·	9
Cn1nc([N+](=O)[O-])nc1Oc1ccccc1N	8	7[fluorescence artefact?]	0	-26	7	-6	20	-0.3	3
CC(C)(C)c1nnc2cccc(Cl)n12	5	-15	21	-10	14	3	20	1.1	-1
COc1ccccc1/C=C/C=N/NC(=O)c1cccs1	10	-4	24	-12	·	-94	-43	0.1	0
N#Cc1c2nc3ccccc3nc2n2cc(NC(=O)c3ccc(F)cc3)ccc12	9	78*[fluorescence artefact?]	72*	-68	-113	7	-18	0.4	16
c1ccc(-c2ccccc2OCCOCCN2CCNCC2)cc1	3	27	18	-27	2	4	34	0.6	5
COc1ccc(NC(=O)CSc2nc3c(c(-c4cccs4)c2C#N)CN(C)CC3)cc1OC	2	-2	10	-10	-19	-5	-7	0.0	-4[fluorescence artefact?]
O=C(c1ccco1)N1CCN(c2cc(N3CCOCC3)c(F)cc2[N+](=O)[O-])CC1	4	-2	6	-2	1	-6	-18	1.5	-2
CCc1nc(NCC2CCCO2)c2oc3ccccc3c2n1 (stereo not given)	15	45	2	-13	7	3	-26	0.2	-7
Cc1cc(C)c(C#N)c(SCC(O)CS(=O)(=O)Cc2ccccc2)n1 (stereo not given)	1	-3	0	10	5	-5	-35	-0.1	2
O=C(Nc1ccc(S(=O)(=O)Nc2nccs2)cc1)c1cccc(N2C(=O)c3ccccc3C2=O)c1	0	-6	27	9	-30	-4	-43	1.9	-4
CCCCC/C=C\C[C@H](O)/C=C/c1cccc(C[C@H](O)CCCCO)n1	16	-5	-1	-56	-19	-12	11	-1.2	0
COc1ccc(OC)c(C(c2nnnn2Cc2ccccc2)N2CCN(C3CCCCC3)CC2)c1 (stereo not given)	17	48[fluorescence artefact?]	-8	-1	-1	9	6	-1.1	-7[fluorescence artefact?]
CNC(=O)CSc1nnc(-c2cc(C)cc(C)c2)o1	14&6	-5	0	2	-4	1	18&-28	-0.3	2
CCn1c(=O)cc(OCC(=O)NCc2ccco2)c2ccccc21	4	-1	1	-26	-8	-5	19	2.2	-5
O=C(/C=C/c1ccccc1)Oc1coc(CSc2ncccn2)cc1=O	13	-2	-14	-26	5	-1	-13	0.5	-4
CCCC(=O)Nc1nc2nc(-c3ccccc3)cc(-c3ccccc3)n2n1	11	-4	2	-146	0	-3	28	2.6	5
Cc1nn(-c2ccccc2)c(C)c1C(=O)OCC(=O)NC(=O)NC1CCCCC1	16	7[fluorescence artefact?]	0	-7	-3	4	11	4.0	2
Cc1sc2ncnc(Nc3ccccc3)c2c1C	12	22	0	6	-3	1	-34	0.0	0
COc1ccc2nc(NC(=O)CCc3ccc(OC)c(OC)c3)sc2c1	10	-20	-2	-49	13	-3	-18	4.3	1
CC(=O)Nc1ccc(S(=O)(=O)N(CC(=O)O)Cc2ccccc2)cc1	16	-4[fluorescence artefact?]	-19	10	7	1	13	-0.4	3

One compound at a time, as listed above. Values in the order: EP2 antag | 14-3-3 Bad inh | Hck Nef HTS | m-calpain inh | Rad51 HR inh | TbHK1 inh | EP2 modulator | L929 necroptosis | eIF4E 4G PPI
COc1ccc(NC(=O)CSc2nc3c(c(-c4cccs4)c2C#N)CN(C)CC3)cc1OC is entered as 2 | -2 | 10 | -10 | -19 | -5 | -7 | 0.0 | -4[fluorescence artefact?]
COc1ccccc1/C=C/C=N/NC(=O)c1cccs1 is entered as 10 | -4 | 24 | -12 | · | -94 | -43 | 0.1 | 0

Additional compounds
SMILES	EP2 antag	14-3-3 Bad inh	Hck Nef HTS	m-calpain inh	Rad51 HR inh	TbHK1 inh	EP2 modulator	L929 necroptosis	eIF4E 4G PPI
Cc1ccccc1N1CCN(C(=S)c2ccc(-c3cccc([N+](=O)[O-])c3)o2)CC1	8	5	16	-36	15	-22	-79	1.9	-4
CCOCCCNC(=O)CCNS(=O)(=O)c1ccc(C)cc1	7	3	-7	10	-1	1	4	0.4	4
CSCCC(NS(=O)(=O)c1ccc2c(c1)oc(=O)n2C)C(=O)NCc1cccs1 (stereo not given)	7	2	18	11	-20	-4	-34	2.2	4
CCOC(=O)COc1ccc2c(c1)C(=O)CC(C)(C)O2	4	3	1	i	-5	0	-11	-0.3	0
O=C(N/N=C/C=C/c1ccc(Br)cc1)C(O)c1ccccc1 (stereo not given)	6	-20	2	-1	7	-16	9	0.3	5
Cc1cc(C)nc(N(C#N)C(C)C(=O)N(C)C)n1 (stereo not given)	8	5	1	14	-6	3	-6	0.5	-1
CCNc1ccc(C(=O)N/N=C/c2c(C)nn(-c3ccccc3)c2N2CCCC2)cc1[N+](=O)[O-]	8	-3[fluorescence artefact?]	0	-61	·	-34	-3	1.0	0
COc1ccc2c(=O)c3c(=O)n(Cc4ccco4)c(-c4ccc(C)cc4)nc3oc2c1	9	11	2	-85	-2	-20	33	2.6	2
CN(Cc1ccccc1)Cc1nc2c(c(=O)n(C)c(=O)n2C)n1CCc1ccccc1	·	·	15	·	7	-10	·	-0.7	·
Cc1nn(C)c(Cl)c1CN1CCN(C2CCCC2)C(CCO)C1 (stereo not given)	9	11	18	-7	5	-1	-15	2.2	4
COc1ccc(NC(=O)CC2C(=O)N(C)C(=S)N2Cc2cccs2)cc1 (stereo not given)	6	-23	4	-7	8	32	-12	0.4	8
C=CCNC(=S)Nc1cc(S(=O)(=O)N2CCOCC2)ccc1-n1cncn1	6	1[fluorescence artefact?]	3	-6	-5	-6	-5	0.6	4
CCOc1ccc(-n2c(C)cc(/C=N/NC(=O)C(N)=O)c2C)cc1	2	-14	10	8	38	-29	2	-0.1	-4
O=C(NCc1ccc(Cl)cc1)c1cccc(NC(=O)c2ccccc2)c1	4	-21	1	14	-8	28	-98	3.0	3
CCOC(=O)c1ccccc1NC(=O)CC1SC(=NC)N(C)C1=O (stereo not given)	4	5[fluorescence artefact?]	-17	-6	-6	5	42	-0.8	4
CCCn1c(SCC(=O)N2CCc3ccccc32)nnc1-c1ccco1	11	-6	4	20	2	28	7	0.0	2
CS(=O)(=O)N(CC(=O)NCc1ccncc1)c1cc(Cl)cc(Cl)c1	4	-8	4	-9	4	2	-1	1.8	2
COc1c(C(=O)Nc2ccc3[nH]c(=O)[nH]c3c2)cc2ccccc2c1Br	11	15	23	-51	·	-15	16	1.7	1
CCCc1nnc(NC(=O)c2cn(CC)c3cc(N4CCN(C)CC4)c(F)cc3c2=O)s1	9	-8	17	-12	·	-24	-16	-0.6	3
O=C(NCc1cccs1)c1cccnc1SCCS(=O)(=O)c1ccc(C(F)(F)F)cn1	9	-11	15	-7	8	-5	2	0.9	-2
Cc1ccc(NC(=S)NCCSc2ccc(Cl)cc2)cc1	6	-11	-20	12	6	-3	-76	1.0	-5
CCOC(=O)c1sc(NC(=O)c2ccc(S(=O)(=O)N3CCOCC3)cc2)cc1C	17	16[fluorescence artefact?]	0	22	7	-2	-13	0.3	-1[fluorescence artefact?]
CSc1sc(-c2nnc(SCC(=O)Nc3ccccc3)n2C)c2c1C=CCC2	13	-5	-6	-47	-6	-13	17	1.0	-4
Cc1ccc(/C=C2\SC(=S)N(C3CCS(=O)(=O)C3)C2=O)cc1 (stereo not given)	3	-2	34	10	-1	-6	-13	4.4	2
CCOC(=O)CC12CN3CN(C1)CC(CC(=O)OCC)(C3)C2=O	14&9	-10	0	-11	4	-1	25&-5	-0.1	7
O=C1NCC(c2ccccc2)C1C(=O)N/N=C/c1ccc(Cl)s1 (stereo not given)	13	-7	29	2	3	-24	6	2.7	0
CSc1nnc(-c2sc3cc(Cl)ccc3c2Cl)n1C	8	-1	7	13	16	-1	28	0.8	-2
COc1ccc(CC(=O)NC2CC(C)(C)NC(C)(C)C2)cc1	0	-3	1	-25	3	0	7	0.2	0
Cc1csc(SC(C)C(=O)Nc2ccc(S(=O)(=O)N3CCCC3)cc2)n1 (stereo not given)	17	0	0	12	11	0	-1	0.2	7
O=C(OCc1nc2ccccc2s1)c1cccc(S(=O)(=O)N2CCOCC2)c1	11	1	1	-7	-3	2	5	-0.5	7
CCCc1ccc(-c2cc(NC(=O)CSc3n[nH]c(N)n3)n(-c3ccccc3)n2)cc1	16	1	-20	20	-4	6	-6	0.7	8
Cc1ccc2cc(CN(CC3CCCO3)C(=S)NCc3ccco3)c(=O)[nH]c2c1 (stereo not given)	3	-8	34	-9	12	-11	-26	-1.5	4
CCn1c2c(c3ccc(OC)cc31)CCCC2=O	21	11[fluorescence artefact?]	-7	-72	4	-34	16	0.6	3[fluorescence artefact?]
Cc1c(C(=O)N2CCN(c3ccccn3)CC2)cccc1[N+](=O)[O-]	5	12	17	23	-6	4	-17	2.1	6
